Tb PGK inh – blocks T. brucei phosphoglycerate kinase; PGK/GAPDH coupled, Kinase-Glo luminescence, 60 min; Potency, µM (series often up to 57.5 µM), for inactives: at the highest dose activity change, negative = inhibition, hits mostly inhibitors; 380,000 compounds, 0.043% hits; AID 602233; note: potency is the fitted concentration of half-maximal effect; % is set by controls: 0 for no effect and ±100 for the full control effect; nearly all actives have a fitted effect of over 60% in size
Target sequence (P07378 whole entry, looked up): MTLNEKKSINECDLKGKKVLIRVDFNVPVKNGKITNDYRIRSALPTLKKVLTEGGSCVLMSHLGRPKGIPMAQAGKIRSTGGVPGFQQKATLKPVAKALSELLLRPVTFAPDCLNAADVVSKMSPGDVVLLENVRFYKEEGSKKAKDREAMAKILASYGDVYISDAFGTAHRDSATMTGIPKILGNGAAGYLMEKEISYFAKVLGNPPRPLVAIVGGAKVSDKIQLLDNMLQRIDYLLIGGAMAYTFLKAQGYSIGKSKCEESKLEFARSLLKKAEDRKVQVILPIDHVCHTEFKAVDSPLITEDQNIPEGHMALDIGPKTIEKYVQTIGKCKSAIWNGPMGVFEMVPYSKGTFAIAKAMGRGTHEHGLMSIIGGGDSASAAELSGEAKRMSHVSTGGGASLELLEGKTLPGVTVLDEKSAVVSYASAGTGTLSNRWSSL
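Luminescent ATP detection (Kinase-Glo Plus) follows a 60-minute room-temperature incubation, with wells lacking PGK as controls. Buffer: 100 mM TEA (pH 7.6), 5 mM MgCl2, 0.01% Tween-20. Coupling enzyme GAPDH (100 nM final) supplies unstable 1,3-BPG in-well.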
GLS inhibitor – blocks human kidney-isoform glutaminase activity; O94925; GLS enzymatic activity, qHTS titration; Potency, µM (titrated, usually from 45.5 µM), for the others: at the top dose activity change, negative = inhibition, hits mostly inhibitors; 410,000 compounds, 0.21% hits; note: potency is the fitted concentration of half-maximal effect; % is set by controls: 0 for no effect and ±100 for the full control effect
Target sequence (O94925 whole entry, looked up, canonical isoform): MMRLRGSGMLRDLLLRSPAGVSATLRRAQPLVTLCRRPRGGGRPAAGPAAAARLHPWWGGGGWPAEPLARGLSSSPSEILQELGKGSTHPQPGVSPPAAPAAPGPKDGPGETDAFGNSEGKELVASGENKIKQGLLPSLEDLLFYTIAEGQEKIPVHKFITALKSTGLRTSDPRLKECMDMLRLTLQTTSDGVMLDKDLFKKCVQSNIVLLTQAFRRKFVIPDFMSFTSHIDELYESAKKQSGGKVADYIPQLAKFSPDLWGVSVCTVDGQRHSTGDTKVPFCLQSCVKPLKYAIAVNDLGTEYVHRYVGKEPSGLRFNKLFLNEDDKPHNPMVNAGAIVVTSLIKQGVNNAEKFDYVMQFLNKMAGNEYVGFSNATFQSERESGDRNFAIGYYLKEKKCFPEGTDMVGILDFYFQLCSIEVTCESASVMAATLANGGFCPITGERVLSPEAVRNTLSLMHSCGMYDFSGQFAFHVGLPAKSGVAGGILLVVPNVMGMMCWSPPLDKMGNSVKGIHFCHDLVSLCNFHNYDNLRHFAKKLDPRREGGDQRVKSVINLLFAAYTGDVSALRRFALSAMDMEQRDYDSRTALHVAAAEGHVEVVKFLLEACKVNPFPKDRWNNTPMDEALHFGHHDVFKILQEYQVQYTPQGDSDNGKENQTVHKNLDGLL
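Human kidney-isoform GLS in 45 mM KH2PO4 pH 8.2, 0.02% Tween-20, with compound, started with 1mM L-Glutamine (added stock). Glutamate oxidase/HRP/Amplex red coupled fluorescence read at start and after 30 min at RT.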
mIDH1 inhibitor – inhibitors of human mutant IDH1 R132H; O75874; IDH1-R132H enzyme, NADPH consumption, diaphorase/resazurin fluorescence; Potency, µM (series often up to 76.6 µM), inactives show at the highest dose activity change, negative = inhibition, most hits filed as inhibitors; 390,000 compounds, 0.093% hits; AID 602179; note: potency is the fitted concentration of half-maximal effect; % is set by controls: 0 for no effect and ±100 for the full control effect; nearly all actives have a fitted effect of over 65% in size
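IDH1-R132H (0.5 ug/mL) preincubated 30 min with compound, then NADPH (0.016 mM) and alpha-KG (2 mM) added; 80 min at RT, pH 7.5. Remaining NADPH coupled via diaphorase/resazurin to fluorescence (540/590 nm); concentration-response curves normalized to no-enzyme control.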
HP1b chromo inh – blocks HP1-beta chromodomain binding to methylated histone tails. P83916. AlphaScreen HP1-beta / biotin-H3K9me3 peptide binding. Potency, µM (doses to about 114 µM), without a hit: at the top dose activity change, negative = inhibition, most hits filed as inhibitors. 390,000 compounds, 0.56% hits. AID 540317; note: potency is the fitted concentration of half-maximal effect; nearly all actives have a fitted effect of over 70% in size; inactives centre near 23
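AlphaScreen: HP1-beta (50 nM) preformed 30 min with biotin-H3(1-18)K9me3 peptide (50 nM) in PBS pH 7.4, 0.01% Tween-20. Compound added for 30 min at RT, then streptavidin donor/nickel chelate acceptor beads (10 ug/mL) for 30 min.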
PI4K2A inh – blocks human PI4K2A kinase activity. purified PI4K2A, ADP-Glo luminescence, 1 h; hits give low values. activity change, negative = inhibition, % at 76.9 µM. 420,000 compounds, 0.13% hits. AID 1346378; in the data active = activity change below about -50%; inconclusive = mostly about -30% to -49%;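 note: -100% = wells without enzyme as full effect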
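ADP-Glo luminescence measured ADP generated by PI4K2A enzyme (4 ug/mL before mixing) with 1.2 mM PI substrate (pre-mix) and 300 microM ATP (pre-mix). Tris pH7.5 buffer with MgCl2, Triton X-100; 1 h reaction at ambient temperature.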
USP1-UAF1 inh – USP1/UAF1 (human) deubiquitinase inhibition. O94782. recombinant USP1/UAF1, Ub-Rhodamine cleavage fluorescence. Potency, µM (series often up to 57.1 µM), inactives show at the highest dose activity change, negative = inhibition, actives largely listed as inhibitors. 390,000 compounds, 0.23% hits; note: potency is the fitted concentration of half-maximal effect; % is set by controls: 0 for no effect and ±100 for the full control effect; nearly all actives have a fitted effect of over 60% in size; inactives centre near -12
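In this screen, compounds sit with the deubiquitinase complex (1nM) for 15 min at room temperature before Ub-Rho is added at 150nM final. Fluorescence rise is then followed for 6 reads every 60 seconds.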
TrxR1 inh – inhibitors of rat thioredoxin reductase 1. recombinant rTrxR1, NADPH fluorescence consumption, selenite substrate. Potency, µM (titrated, usually from 114 µM), without a hit: at the highest dose activity change, negative = inhibition, usual class: inhibitors. 390,000 compounds, 1% hits. AID 588453; note: potency is the fitted concentration of half-maximal effect; % is set by controls: 0 for no effect and ±100 for the full control effect; nearly all actives have a fitted effect of over 65% in size
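Rat TrxR1 (90 nM in the dispensed reagent) was pre-reduced with 400 uM NADPH for 5 min at room temperature, then incubated with compound for 15 min. After 400 uM selenite was added, NADPH fluorescence (Ex 340/Em 450 nm) was followed for 8 min.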
Pin1 inhibitor – inhibitors of human Pin1; Q13526; Pin1 FP peptide displacement, HiFluor488, 10 min; Potency, µM (highest dose often 115 µM), for inactives: at the highest dose activity, negative = inhibition, most hits filed as inhibitors; 390,000 compounds, 0.009% hits; active = well fitted inhibition curve with a large enough effect in the polarisation, with a control signal flat, not every such curve was filed as active; inconclusive = small, poorly fitted or top-dose-only effect, or effect the other way, or a change in a side signal; inactive = no such curve, though single readings can be large or run the other way; the % refers to the polarisation; note: potency is the fitted concentration of half-maximal effect; % is set by controls: 0 for no effect and ±100 for the full control effect
TrxR1 substrate – is turned over as a substrate by rat TrxR1 | O89049 | purified TrxR1 substrate turnover, NADPH consumption readout | Potency, µM (doses to about 114 µM), for the others: at the highest dose activity change, negative = substrate turnover | 390,000 compounds, 0.01% hits | AID 588456; note: potency is the fitted concentration of half-maximal effect; % is set by controls: 0 for no effect and ±100 for the full control effect; nearly all actives have a fitted effect of over 50% in size
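Rat TrxR1, dispensed at 90 nM, was prereduced with 400 uM NADPH (final) for 5 min at ~22 deg C, then incubated with compound 15 min before 400 uM selenite. A first-read NADPH fluorescence drop versus no-compound background flagged substrates.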
* = called active by the depositor; i = inactive; ? = inconclusive; / = not tested or not shown; [ ] = dose if it differs, or a comment. Unless noted, calls come from the whole dose curve; as a rule, active = well fitted curve in the direction sought with a large enough effect; inconclusive = small, poorly fitted or top-dose-only effect, or another doubt; inactive = no such curve, though single readings can be large; an effect the other way counts as inactive or inconclusive. Some of the compounds tested; count on the stated rates, not on these rows.

SMILES	Tb PGK inh	GLS inhibitor	mIDH1 inhibitor	HP1b chromo inh	PI4K2A inh	USP1-UAF1 inh	TrxR1 inh	Pin1 inhibitor	TrxR1 substrate
CCN(CC(=O)Nc1c(F)cccc1F)C(=O)CCCOc1ccccc1	0%	11%	10%	17%	1	4%	1%	-9%	-5%
O=C(O)c1ccc(COc2c(F)c(F)cc(F)c2F)o1	-24%	-7%	5%	6%	2	6%	-22%[57.1 µM]	-12%	8%[57.1 µM]
C/C(CC(=O)Nc1cc(C)ccn1)=N\NC(=O)c1cccc(F)c1	7%	23%	-4%	16%	-12	-11%	-3%	-1%	0%
CC1=C(C(=O)N2CCOCC2)C(c2ccccc2F)NC(=O)N1 (centres undefined)	2%	14%	-13%	22%	-4	-17%	11%[57.1 µM]	-13%	8%[57.1 µM]
CCOC(=O)c1oc2c(CN3CCCCC3C)c(O)ccc2c(=O)c1-c1ccc(OC)c(OC)c1 (centres undefined)	-2%	-1%	3%	6%	-1	-4%	25%	-4%	5%
CN(C)C=NC(=O)c1cc(C(=O)c2ccc(Cl)cc2)c[nH]1	i	-40%	9%	20%	-14	-12%	48%[57.1 µM]	5%	-4%[57.1 µM]
O=C(C1CCC1)N1CCN(S(=O)(=O)c2ccc(F)cc2)CC1	i	1%	14%	24%	-4	-17%	3%	0%	0%
CCOC(=O)C1(CC2CCCCO2)CCN(Cc2cc(F)ccc2-n2cccn2)CC1 (centres undefined)	3%	-2%	-3%	41%[activator]	6	-17%	0%	-2%	-7%
O=C(CCn1nnc(-c2cccs2)n1)NC1CCCCC1	-10%	-14%	2%	13%	-2	?	19%	0%	11%
CC(NC(=O)CNC(=O)c1ccco1)c1ccc(S(N)(=O)=O)cc1 (centres undefined)	-2%	1%	-1%	11%	2	-7%	13%	-21%	1%
COc1ccc(/C=C2/NC(=O)CNC2=O)cc1	/	-4%	-6%	27%	4	-8%	14%	-3%	-7%
CCN(CC(=O)Nc1c(F)cccc1F)C(=O)CCCNC(=O)c1ccc(Cl)cc1	-1%	-1%	8%	46%[activator]	-4	-20%	3%	5%	-5%
CN1OC[C@@H]2CN(C(=O)C(C)(C)C)[C@H](c3cccc(Br)c3)C[C@@H]21	i	-1%	-6%[38.3 µM]	40%[activator]	-1	-23%	13%	9%	5%
Fc1ccc(-n2ncc3c(N4CCCCCC4)ncnc32)cc1	0%	10%	26%	38%[activator]	-4	-24%	-12%[57.1 µM]	-5%	-8%[57.1 µM]
COc1cc(C2C(C#N)=C(N)Oc3c2c(-c2ccccc2)nn3-c2ccccc2)cc(OC)c1OC (centres undefined)	i	3%	8%	-2%	14	-13%	-30%	10%	-7%
O=c1ncn(-c2ccccc2F)c2ncccc12	-2%	-2%	-11%	21%	7	-16%	0%	1%	-3%
O=C(NCC(c1ccco1)N1CCCC1)c1cc(S(=O)(=O)N2CCCCC2)ccc1Cl (centres undefined)	0%	7%	-11%	32%	-3	-18%	23%	-5%	1%
O=C(CCc1nc(-c2ccccc2F)no1)NC1CCCCCC1	i	0%	6%	36%	0	-17%	16%[57.1 µM]	1%	-1%[57.1 µM]
Cc1c(CC(=O)N2CCN(C(=O)C3COc4ccccc4O3)CC2)c(=O)oc2cc(O)c(Cl)cc12 (centres undefined)	5%	7%	-3%	30%	2	-20%	32µM*	6%	939%[activator]
CC1=CC(C)(C)NC(=S)N1c1ccc(C)c(C)c1	-8%	-2%	0%	19%	4	-5%	?	-5%	-5%
O=C(O)CC12CC3CC(C1)CC(n1ncc(NCc4ccccc4)c(Cl)c1=O)(C3)C2	6%	-8%	-6%	13%	3	-9%	-24%	-6%	-9%
O=C(O)c1ccc(-n2nnnc2SCc2ccccc2F)cc1	-4%	0%	-15%	20%	-3	-7%	0%	3%	-3%
COc1ccccc1OCC(=O)NCC1CCCN(C(=O)c2cccc(C)c2)C1 (centres undefined)	-8%	-9%	4%	/	3	-23%	/	/	/
O=C(NCc1ccco1)c1ccc(CN2CCOCC2)cc1	0%	-2%	-4%	-7%	3	-1%	-3%	0%	-1%
Nc1ccn([C@@H]2O[C@H](CNCc3ccc(OCC(=O)Nc4nccs4)cc3)[C@@H](O)[C@H]2O)c(=O)n1	4%	10%	-3%	/	-1	-7%	/	/	/

Overlap with the part before: three compounds; new compounds follow.
SMILES	Tb PGK inh	GLS inhibitor	mIDH1 inhibitor	HP1b chromo inh	PI4K2A inh	USP1-UAF1 inh	TrxR1 inh	Pin1 inhibitor	TrxR1 substrate
COc1ccccc1OCC(=O)NCC1CCCN(C(=O)c2cccc(C)c2)C1 (centres undefined)	-8%	-9%	4%	/	3	-23%	/	/	/
O=C(NCc1ccco1)c1ccc(CN2CCOCC2)cc1	0%	-2%	-4%	-7%	3	-1%	-3%	0%	-1%
Nc1ccn([C@@H]2O[C@H](CNCc3ccc(OCC(=O)Nc4nccs4)cc3)[C@@H](O)[C@H]2O)c(=O)n1	4%	10%	-3%	/	-1	-7%	/	/	/
Cc1ccc(-c2noc(CCC(=O)NC3CCN(Cc4ccccc4)CC3)n2)cc1	3%	2%	1%	10%	7	-2%	19%[57.1 µM]	7%	10%[57.1 µM]
CC(C)N1C(=O)N(c2ccccc2)C(C)(O)CC1(C)C (centres undefined)	i	2%	2%	7%	5	-2%	-7%	-3%	-13%
Clc1ccc(NC2(c3nnnn3C3CCCCC3)CCCCC2)cc1	4%	72%[activator]	-2%	?	0	-9%	9%	0%	-3%
CC(=O)OCCNc1cc(N2CCN(C)CC2)c2noc3c2c1C(=O)c1ccccc1-3	-12%	6%	-2%	-12%	-18	?	-32%	?	-13%
COc1ccc(C(=O)NCCCCc2ccccc2)cc1	3%	-18%	5%	4%	-1	-21%	7%[57.1 µM]	19%	2%[57.1 µM]
CCN(CC)S(=O)(=O)c1ccc(NC(=O)COC(=O)CNS(=O)(=O)/C=C/c2ccccc2)cc1	9%	10%	4%	16%	-3	-4%	-7%	?	-12%
Cc1ccc2cccc(OCc3cccc([N+](=O)[O-])c3)c2n1	-1%	-4%	4%	37%	-2	-24%	15%	8%	2%
COc1cccc(NC(=O)CC(c2ccc(OC(C)C)cc2)c2ccccc2OC)c1 (centres undefined)	-8%	2%	4%	20%	-2	-15%	5%	-5%	-9%
C=CCN(c1ccccc1OC)S(=O)(=O)c1ccc(Cl)c(C(=O)Nc2ccc(N3CCOCC3)cc2)c1	-6%	5%	-6%	4%	-3	-12%	15%	34%[activator]	-5%
O=C(Nc1ccccc1Cl)C1Cc2ccccc2O/C1=N\O (centres undefined)	/	-2%	24%	39%[activator]	-1	-17%	12%	6%	4%
c1ccc2c(c1)c1ccccc1n2CN1CCOCC1	i	-7%	9%	62%[activator]	5	-7%	-9%	-6%	-8%
CCOC(=O)N1CCN(C(=O)C2CC(=O)N(Cc3ccc(OC)cc3)C2)CC1 (centres undefined)	-5%	0%	5%	28%	1	-16%	-3%[57.1 µM]	3%	5%[57.1 µM]
COCCn1c(=O)[nH]c2cc(C(=O)N3CCN(c4cccc(C)c4C)CC3)ccc2c1=O	-8%	-8%	-2%	27%	-2	?	3%	2%	-3%
CC(C)(OC1OC(CO)C(O)C(O)C1O)[C@H]1Oc2ccc3ccc(=O)oc3c2[C@H]1O (some centres undefined)	-8%	2%	15%	32%	4	-25%	24%	-2%	136%[activator][57.1 µM]
Cc1ccc(NC(=O)c2ccc(CSc3nccc(C)n3)cc2)cc1	-6%	3%	9%	27%	-14	-26%	3%[57.1 µM]	1%	-1%
Cc1cc(C(=O)NC(=S)Nc2cccc(C(=O)O)c2C)ccc1[N+](=O)[O-]	-10%	13%	-2%	9%	1	-24%	-24%	5%	1%
COc1cc2c(cc1OC)C(C)N(C(=O)C(NC(=O)c1ccccc1)C(C)C)CC2 (centres undefined)	1%	-7%	-2%	-37%	3	-2%	-1%[57.1 µM]	?	0%[57.1 µM]
CN(C)c1ccc(CNC(=O)CCCN2C(=O)CCn3nc(-c4cn(C)c5ccccc45)cc32)cc1	9%	7%	-2%	9%[57 µM]	4	6%	-11%[57.1 µM]	-1%	-9%[57.1 µM]
N#Cc1ccccc1NC(=O)CSc1ncn[nH]1	0%	-13%	5%	18%	5	-24%	4%	-1%	6%
COC(=O)c1c(SCC(=O)Nc2ccccc2C(F)(F)F)[nH]c2ccc(Cl)cc2c1=O	-8%	-14%	8%	9%	-1	-9%	8%[57.1 µM]	-3%	-3%[57.1 µM]
Cc1cc2nnc(SCC(=O)NCC(c3ccccc3)N(C)C)n2c2ccccc12 (centres undefined)	4%	7%	8%	18%	2	-11%	11%	1%	9%
O=C(CC1C(=O)NCCN1Cc1ccc(F)cc1)NCCOc1cccnc1 (centres undefined)	-18%	5%	1%	30%[activator]	-1	-12%	-7%[57.1 µM]	?	9%
COc1ccc(CCNC(=O)c2ccc3nc(-c4ccco4)c(-c4ccco4)nc3c2)cc1OC	1%	-14%	-3%	?	?	-16%	2.5µM*	?	-4%
COc1ccc(C(=O)n2cc(C(=O)c3cc(C)ccc3O)cn2)cc1OC	-13%	12%	8%	27%	9	-3%	2%[57.1 µM]	7%	-10%

Assay outcomes deposited in PubChem BioAssay by National Center for Advancing Translational Sciences (NCATS).
